CCT chaperon mod: High-Throughput Screening for Modulators of Cytosolic Chaperonin Activity | 360,000 compounds, 0.3% hits | purified chaperonin ATPase assay, HTRF ADP detection, 30 min | activity change, % (concentration not given with the values), hits read low; in the data active means activity change below about -30%; further: on the % scale 0 is the no-effect control and ±100 the full control effect
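ATPase activity: ADP formed was measured by HTRF Transcreener (665/615 nm ratio) after 30 min at 37 deg C with 10 uM ATP. Compounds screened at one 76 uM concentration against 40 or 20 nM TRiC in Tris pH 7.4/KCl/MgCl2/DTT buffer.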
pAkt inh: HTS Assay for Inhibitors of Akt Phophorylation: Primary Screen; Neuro2A IGF-stimulated pAkt S473 HTRF, 20 min; stronger effect = lower value; activity change, % for hits at 50 µM; 360,000 compounds, 0.32% hits; in the data active means activity change below about -80%; inconclusive means mostly about -51% to -80%; further: on the % scale 0 is the no-effect control and ±100 the full control effect
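Neuro2A cells in DMEM with 0.5% FBS, overnight at 37 deg C, given compound at single 50 µM final, then IGF (6 nM final) for 20 min at 37 deg C. Lysed; phospho-Akt Ser473 by HTRF after 24 h, 665/615 ratio.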
Nrf2 activator: qHTS of Nrf2 Activators. Potency, µM (highest dose often 46.1 µM), inactives show at the highest dose activation, usual class: activators. 410,000 compounds, 0.31% hits. AREc32 ARE-luciferase reporter (MCF7-derived line), luminescence, 24 h; further: potency means the concentration at half of the fitted maximal effect; % of control where 0% means no effect; nearly all actives have a fitted effect of over 65% in size
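ARE activation measured as luciferase luminescence (Steady-Glo, 30 min RT) in AREc32_Fluc cells after 24 hr compound exposure at 37 deg C, 5% CO2; cells seeded overnight at 1000/well in OPTI-MEM, 5% FBS.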
EPAC2 antag: qHTS for Antagonist of cAMP-regulated guanine nucleotide exchange factor 2 (EPAC2): primary screen | Rap guanine nucleotide exchange factor 4 (Homo sapiens), Q8WZA2 | EPAC2 GEF exchange of Rap1B-BODIPY-GDP, fluorescence | Potency, µM (titrated, usually from 114 µM), inactives show at the top dose activity, negative = inhibition, usual class: inhibitors | 360,000 compounds, 0.18% hits; further: potency means the concentration at half of the fitted maximal effect; on the % scale 0 is the no-effect control and ±100 the full control effect; nearly all actives have a fitted effect of over 45% in size; many of its hits are not listed in these tables
Target sequence (Q8WZA2 whole entry, looked up): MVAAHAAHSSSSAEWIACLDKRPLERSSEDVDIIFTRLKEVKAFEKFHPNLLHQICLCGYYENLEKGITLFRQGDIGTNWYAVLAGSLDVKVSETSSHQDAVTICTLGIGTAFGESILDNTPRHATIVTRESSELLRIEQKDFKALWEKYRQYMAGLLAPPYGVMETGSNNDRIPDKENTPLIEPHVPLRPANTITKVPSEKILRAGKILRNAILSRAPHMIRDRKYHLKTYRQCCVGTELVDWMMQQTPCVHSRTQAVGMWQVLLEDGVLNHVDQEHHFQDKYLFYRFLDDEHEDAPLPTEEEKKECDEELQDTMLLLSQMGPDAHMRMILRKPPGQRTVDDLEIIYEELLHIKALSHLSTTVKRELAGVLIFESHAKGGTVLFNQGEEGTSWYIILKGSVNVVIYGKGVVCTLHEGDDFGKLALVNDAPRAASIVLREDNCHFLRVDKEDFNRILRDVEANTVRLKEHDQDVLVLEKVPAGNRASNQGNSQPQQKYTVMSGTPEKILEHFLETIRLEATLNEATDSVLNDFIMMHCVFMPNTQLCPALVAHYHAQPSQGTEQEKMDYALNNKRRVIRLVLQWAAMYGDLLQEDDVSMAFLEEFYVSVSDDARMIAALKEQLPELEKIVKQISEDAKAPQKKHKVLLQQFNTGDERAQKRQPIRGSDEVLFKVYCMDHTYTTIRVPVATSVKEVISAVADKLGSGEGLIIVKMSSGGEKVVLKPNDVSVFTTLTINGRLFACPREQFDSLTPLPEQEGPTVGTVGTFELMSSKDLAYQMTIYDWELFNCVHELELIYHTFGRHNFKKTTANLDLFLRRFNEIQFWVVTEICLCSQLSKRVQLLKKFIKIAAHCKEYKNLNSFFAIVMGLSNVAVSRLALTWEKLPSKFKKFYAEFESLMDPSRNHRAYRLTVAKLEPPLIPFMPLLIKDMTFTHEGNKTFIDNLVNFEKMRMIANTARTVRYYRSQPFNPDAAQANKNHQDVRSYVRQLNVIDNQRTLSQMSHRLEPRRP
A549 tox: Nrf2 qHTS screen for inhibitors: counterscreen for cytotoxicity; 390,000 compounds, 0.16% hits; AID 504648, 2011; Potency, µM (titrated, usually from 46 µM), for the others: at the top dose activity change, negative = cytotoxicity, actives largely listed as inhibitors; A549 ARE-Fluc cells, CellTiter-Fluor viability, 18-24 h; further: potency means the concentration at half of the fitted maximal effect; on the % scale 0 is the no-effect control and ±100 the full control effect
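A549 ARE_Fluc cells in 5% FBS OPTI-MEM were exposed to compounds in concentration-response for 18-24 h at 37 deg C. Viability was read by CellTiter-Fluor fluorescence (Ex 405/Em 525) after 30 min, before the luciferase read.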
TGFb inhibitor: qHTS for Inhibitors of TGF-b; AID 588855, 2011; Potency, µM (doses to about 46.1 µM), for inactives: at the highest dose activity, negative = inhibition, actives largely listed as inhibitors; 410,000 compounds, 1.2% hits; HepG2 CAGA-GFP TGF-b/SMAD3 reporter, GFP fluorescence, 18 h; TGF-beta stimulated, 500 pg/mL final; further: potency means the concentration at half of the fitted maximal effect; on the % scale 0 is the no-effect control and ±100 the full control effect; nearly all actives have a fitted effect of over 65% in size
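Smad-responsive CAGA-GFP expression was quantified in HEPG2 cells exposed to compounds and 500 pg/mL final TGF-beta for 18 h at 37 degrees C; unstimulated wells defined full inhibition.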
Nrf2 block: Nrf2 qHTS screen for inhibitors; Potency, µM (top dose mostly 46 µM), inactives show at the highest dose activity change, negative = inhibition, hits mostly inhibitors; A549 ARE-Fluc reporter, luciferase luminescence, 18-24 h; 360,000 compounds, 2.1% hits; further: potency means the concentration at half of the fitted maximal effect; on the % scale 0 is the no-effect control and ±100 the full control effect; nearly all actives have a fitted effect of over 60% in size
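Cells were seeded and rested 2 h, then exposed to compounds for 18-24 h. CellTiter-Fluor was read first as a viability measure. BugLite was added 15 min before the final luminescent read of ARE-luciferase activity in A549 cells.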
MmCpn inh: Inhibitors of TCP-1 ring complex (TRiC) of Methanococcus maripaludis (MmCpn): qHTS; Chaperonin Mm-Cpn (Methanococcus maripaludis); Potency, µM (doses to about 76.9 µM), without a hit: top-dose activity, negative = inhibition, actives largely listed as inhibitors; purified Mm-Cpn ATPase, ADP Transcreener TR-FRET; AID 504842, 2011; 330,000 compounds, 0.031% hits; further: potency means the concentration at half of the fitted maximal effect; on the % scale 0 is the no-effect control and ±100 the full control effect; nearly all actives have a fitted effect of over 80% in size
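Inhibition of chaperonin ATP hydrolysis is measured as reduced ADP production, detected by competitive TR-FRET in which signal falls with ADP. Final enzyme 25 nM and ATP 10 uM, reacted 30 min at 37°C.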
EPAC2 agonist: qHTS for Agonist of cAMP-regulated guanine nucleotide exchange factor 4 (EPAC2): primary screen; Rap guanine nucleotide exchange factor 4 (Homo sapiens), Q8WZA2; EPAC2 activation, biochemical qHTS; response scale: 100% = 6.5 mM cAMP response; Potency, µM (series often up to 154 µM), for inactives: at the top dose activation, usual class: activators; 360,000 compounds, 0.079% hits; further: potency means the concentration at half of the fitted maximal effect; nearly all actives have a fitted effect of over 50% in size
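qHTS, titration series. 100 nM EPAC2 / 250 nM Rap1B-BODIPY-GDP / 50 uM GDP; RT; ex 480/em 540 nm, 5-min reads to 30 min. Norm. to 6.5 mM cAMP = activation.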
* hit, by the source's call; i = inactive; ? = inconclusive; . = no result given; [ ] = another dose, or the depositor's remark. Unless noted, the call rests on the fitted dose curve; in most records, active means well fitted curve in the direction sought with a large enough effect; inconclusive means small, poorly fitted or top-dose-only effect, or another doubt; inactive means no such curve, though single readings can be large; an effect the other way counts as inactive or inconclusive. These rows are one share of the data, so the mix of outcomes need not match the whole.

SMILES	CCT chaperon mod	pAkt inh	Nrf2 activator	EPAC2 antag	A549 tox	TGFb inhibitor	Nrf2 block	MmCpn inh	EPAC2 agonist
CCN1C(=O)/C(=C/c2ccc(C)s2)SC1=Nc1ccc(OC)cc1	-2.4	i	0.3%	0%	-22%	6%	?	-1%	5%
COc1ccc(CN2C(=O)C(CC(=O)NCCCCc3ccccc3)CC(C(=O)N3CCOCC3)=C2C)cc1 (centres undefined)	1.3	i	-0.3%	4%	.	-22%	.	.	23%
O=C(N/N=C/c1c[nH]c2ccccc12)c1ccn(Cc2ccc(Cl)cc2)n1	-0.6	i	3.5%	-2%	-5%	6%	.	2%	21%
COc1ccc(C(=O)N2CCCCC2c2cc(C(=O)NCc3ccccc3)no2)cc1 (centres undefined)	-0.2	.	0.0%	-20%	.	25%	.	.	14%
CC(=O)Nc1ccc(-c2csc(NC(=O)C3CC(=O)N(c4ccc5c(c4)OCCO5)C3)n2)cc1 (centres undefined)	-0.3	i	0.0%	11%	-6%	-2%	?	-1%	-7%
COc1ccc(-c2noc(CNC(=O)c3cc(OC)c(OC)c(OC)c3)n2)cc1	.	.	-0.7%	.	0%	?	-17%	.	.
COc1ccccc1NC(=O)N1CCC(c2nc3cc(C)c(C)cc3[nH]2)CC1	1.6	i	4.9%	30%[activator]	-12%	?	?	0%	-3%
CN(CC(=O)NCc1ccncc1)S(=O)(=O)c1ccc(Br)cc1	0.2	i	0.0%	15%	6%	4%	-16%	1%	5%
CCCCC(=Nc1ccc(N)cc1)C1=C(O)C(C(=O)OC)C(C)(C)CC1=O (centres undefined)	-3.5	i	3.8%	-6%	-27%	?	-1%	-3%	6%
Cc1noc(/C=C/N(C)C)c1S(=O)(=O)N1CCN(c2ccc(F)cc2)CC1	0.9	i	-1.0%	-3%	0%	19%	4%	-3%	19%
COc1cc(OC)c(NC(=O)NCc2cccn2Cc2ccccc2)cc1Cl	.	.	3.3%	.	-1%	8.9µM*	?	.	.
Cc1[nH]n(-c2cccc(Cl)c2)c(=O)c1-c1ccc(Cl)cc1	-2.5	i	3.0%	-6%	-24%	?	?	-2%	-4%
CCOC(=O)c1[nH]c2ccccc2c1NC(=O)c1cc(Cl)ccc1Cl	.	.	-0.2%	.	9%	-22%	10%[9.27 µM]	.	.
COc1ccc(N2C(=O)CC(SCCc3nc4ccccc4[nH]3)C2=O)cc1 (centres undefined)	-2.5	i	0.3%	-2%	-2%	?	4%	0%	5%
COc1ccc(CCN(C(=O)C(F)(F)F)C(C(=O)NC2CCCC2)c2cccs2)cc1OC (centres undefined)	-1.7	i	0.5%	-1%	4%	-14%	10%	-9%	11%
CC(C)(C)c1cc(C(C)(C)C)cc(S(=O)(=O)CCc2ccccn2)c1	0.2	.	0.0%	-17%	-18%	?	?	1%	8%
O=C(O)C1CCCN(C(=O)/C=C/c2ccccc2)CC1 (centres undefined)	0.0	i	0.1%[9.22 µM]	0%	.	-6%	.	.	8%
CCCCCC1CC(=O)N(Cc2ccc(Cl)cc2)C(=O)N1 (centres undefined)	-4.9	i	-1.7%	-5%[57.1 µM]	0%	-2%	-23%	-7%	-8%
CCn1c(COc2ccccc2)nnc1SCC(=O)Nc1ccc2c(c1)OCCO2	0.4	.	3.2%	-21%	-6%	?	1%	3%	0%[15.6 µM]
Cc1nn(C)c(C)c1CN(C)C(=O)c1nn2c(c1Br)NC(c1cccs1)CC2C(F)(F)F (centres undefined)	-6.2	i	3.7%	4%	1%	3%	8.2µM*	2%	-1%
COc1cc(NC(=O)CN2CCCN(Cc3cccc(F)c3)S2(=O)=O)cc(OC)c1	.	.	1.4%	.	0%	8%	?	.	.
COc1ccc(-c2cc(C(=O)Nc3cnn(Cc4ccccc4C)c3)no2)cc1OC	1.0	.	-0.5%	20%	-2%	2%	.	1%	1%
Cc1cccc(N=Cc2cc3c(cc2[N+](=O)[O-])OCO3)c1	1.6	i	3.1%	-2%	-4%	-12%	2%	1%	-2%
CC(C)Nc1nc(NCCOc2ccccc2Cl)c2sccc2n1	-0.6	i	-0.2%	-7%	.	?	.	.	15%
Cc1ccc2c(COC(=O)CNC(=O)c3ccco3)cc(=O)oc2c1C	0.5	i	3.5%	-9%	10%	5%	12%	-1%	11%
CN1CCN(Cc2cccc(Oc3ccc(Cl)cc3)c2)CC1	-0.5	i	3.2%	15%	-3%	-7%	?	-1%	1%
CN(Cc1ccc(Cl)s1)C(=O)CN1C(=O)N(C)C2(CCCCC2)C1=O	0.2	i	0.6%	-4%	3%	66%[activator]	8%	?	2%
COC(=O)c1c(C)oc2ccc(N(C(=O)Oc3ccccc3)S(=O)(=O)c3ccc(Cl)c([N+](=O)[O-])c3)cc12	-1.5	i	0.3%	14%	-16%	-11%	-12%	-1%	2%
CC1(C)CC(=O)C=C(NCc2ccc(C(=O)O)cc2)C1	0.6	i	-1.3%	7%	-5%	-14%	0%	-1%	4%
COc1ccc(C(=O)Oc2c(Sc3ccccc3)c(C)nn2-c2ccccc2)cc1OC	.	.	-1.4%	.	-4%	?	-1%[9.27 µM]	.	.
COc1c(C)cc(C(=O)C2CCCN(C(=O)Cn3ccc(C)n3)C2)cc1C (centres undefined)	2.6	i	-0.3%	1%	1%	2%	?	0%	2%
C/C(CC(=O)NCc1ccco1)=N\NC(=O)C(c1ccccc1)c1ccccc1	-0.7	i	0.2%	12%[57.1 µM]	-6%	3%	-10%	0%	0%
CC(C)NC(=O)C(=O)Nc1cc2c3c(c1)C(C)C(=O)N3CCC2 (centres undefined)	-1.6	i	0.0%	-6%	-1%	3%	-7%	0%	-1%
CCn1c(C(C)NC(=O)c2ccc(C)cc2)n[nH]c1=S (centres undefined)	-2.5	i	-1.0%	-10%	-8%	-16%	-8%	1%	9%
CCOC(=O)C1CCN(C(=O)CCS(=O)(=O)c2ccc3c(c2)CC(C)N3C(=O)CC)CC1 (centres undefined)	0.2	i	0.6%	-8%	4%	-17%	14%	1%	1%
Cc1nc2ccccc2n1S(=O)(=O)N(C)C	0.2	i	0.5%	1%	-5%	7%	7%	0%	-8%
Cc1ccccc1CN(C)C(=O)CNC(=O)c1ccc2ccccc2c1	0.6	i	0.4%	-4%	-6%	?	-8%	3%	17%
COC(=O)CNC(c1ccccc1)c1cc(Br)ccc1NS(=O)(=O)c1ccccc1 (centres undefined)	-4.0	i	-0.1%	-2%	1%	-4%	-3%	1%	11%
CCOC(=O)c1c(NC(=O)CS(=O)(=O)c2cn(CC)c3ccccc23)sc2c1CCCCC2	0.5	i	3.3%	-2%	-7%	?	?	-4%	1%
O=C(COC(=O)c1ccc(F)cc1F)NCc1ccc2c(c1)OCO2	-0.4	i	3.7%	-2%	4%	11%	4%	-4%	-3%
O=C(Nc1cc(S(=O)(=O)Nc2ccc(Cl)cc2)ccc1N1CCCCC1)c1ccc(F)cc1	-1.0	i	-0.1%	3%	?	?	?	-10%	15%
Cc1cc2nc(/C=C/c3nc4cc(C)c(C)cc4[nH]3)[nH]c2cc1C	-0.6	i	4.6%	10%	19%	-10%	7%	-4%	2%
CCOC(=O)C1=C(C)NC(=O)NC1c1ccc([N+](=O)[O-])o1 (centres undefined)	-3.4	i	3.5%	1%	-11%	-8%	3%	-2%	1%
CC(=O)c1ccc(NC(=O)CCSCCC(=O)Nc2ccc(C(C)=O)cc2)cc1	1.0	i	0.2%	4%	-2%	0%	3%	-4%	5%
CC1CCCC(NC(=O)c2cccc(S(=O)(=O)N3CCN(c4ccccc4)CC3)c2)C1C (centres undefined)	1.9	i	0.1%	4%	-12%	-33%	?	2%	-5%
CCOC(=O)c1cnn(-c2ccccc2)c1-n1cccc1C(=O)C(=O)Nc1ccc(OC)cc1	-0.6	i	3.3%	-18%	0%	24%	.	1%	0%
Cn1/c(=N/NC(=O)c2ccccc2Br)sc2ccccc21	0.7	i	2.3%	4%	-8%	8%	?	0%	5%
Cc1cnc(CN(C)C(=O)C2CCC(=O)N(CCc3cccc(F)c3)C2)[nH]1 (centres undefined)	-0.3	i	-0.7%	1%	-11%	3%	2%	0%	8%
